Compound activity from PubChem BioAssay.
HPDE-C7K KRASV12: cytotoxicity in KRAS-transformed pancreatic duct cells, primary screen, cell-based, fluorescence, HTS (AID 431). actives 1.7% (n = 63,000). cytotoxicity, % at 10 µM; hits with a dose series show EC50 in µM. HPDE-C7K KRASV12 cells, Alamar Blue viability, 48 h; higher % means a stronger effect;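 active means compounds whose percent cytotoxicity in the single-dose primary screen, scaled between solvent and toxic-drug controls, exceeds 50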;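 further: 0% = DMSO solvent wells and 100% = doxorubicin-treated wells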
Alkaline phosphatase: inhibition of tissue-nonspecific alkaline phosphatase – biochemical, luminescent (AID 518); actives 0.09% (n = 64,000); one-dose inhibition, % at 20 µM; IC50 in µM for titrated hits; purified TNAP enzyme, luminescent substrate readout; higher % means a stronger effect; in the data active means a potency from the dose series; inactive means the rest, 99 in 100 with inhibition below about 22%;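 further: plate controls were vehicle for no effect and reference inhibitor for full effect; many of its hits are not listed in these tables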
Spn DPM-DC inh: inhibitors of Streptococcus pneumoniae diphosphomevalonate decarboxylase | purified DPM-DC, PK/LDH coupled NADH fluorescence | calls only at 10 µM | actives 0.49% (n = 65,000) | AID 556;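 active means the 320 compounds with the highest percent inhibition in the single-dose primary screen, excluding strongly autofluorescent ones, cut at about 32% in these data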;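 further: kinetic rate of NADH fluorescence loss reporting ADP formed by the decarboxylase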
PMK inhibit: S. pneumoniae PMK inhibition; purified PMK, PK/LDH-coupled NADH absorbance 340 nm; inhibition, % at 10 µM; actives 0.49% (n = 65,000); AID 539;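 active means top-ranked compounds by inhibition in the single 10 µM screen, taking a fixed number of the strongest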;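 further: 0% = full reaction with DMSO carrier and 100% = background rate without enzyme reaction; no value below 0 was filed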
HT1080 viability: HT1080 cell viability loss – fluorescence readout (AID 620) | HT1080 viability, fluorescence; higher % means a stronger effect | cytotoxicity, % at 10 µM, or EC50 in µM where a hit was titrated | actives 0.42% (n = 87,000);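 further: cells exposed to compound overnight then 4 h with Alamar Blue; 0% = vehicle DMSO and 100% = killing control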
HPDE-C7 cytotoxicity: HPDE-C7 pancreatic duct cell viability loss – fluorescence, HTS (AID 430); HPDE-C7 pancreatic duct cells viability, fluorescence; higher % means a stronger effect; cytotoxicity, % at 10 µM, or EC50 in µM where a hit was titrated; actives 1.8% (n = 63,000);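 further: cells exposed to compound for 48 hours before viability readout; 0% = vehicle and 100% = reference cytotoxic drug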
Bfl-1 displacement: Bfl-1 inhibitors, primary screen, biochemical, fluorescence polarization, FITC-Bid, mouse (AID 432); FITC-Bid BH3 peptide fluorescence polarization displacement; higher % means a stronger effect; displacement, % at 20 µM, or IC50 in µM where a hit was titrated; actives 0.02% (n = 64,000); in the data active means a potency from the dose series; inactive means the rest, 99 in 100 with displacement below about 15%; further: strong numbers were not always called active
Spn MK inh: inhibitors of Streptococcus pneumoniae mevalonate kinase | actives 0.48% (n = 65,000) | inhibition, % at 10 µM | AID 555 | purified MK, PK/LDH-coupled NADH absorbance 340 nm;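 active means ranked among the strongest by inhibition in the single 10 µM screen, a fixed top-ranked set picked for dose follow-up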; further: no value below 0 was filed
LYP phosphatase: LYP phosphatase inhibitors, primary screen, biochemical, DiFMUP fluorescence, recombinant catalytic domain, 10 µM (AID 606); recombinant LYP catalytic domain, DiFMUP fluorescence; higher % means a stronger effect; one-dose inhibition, % at 10 µM; IC50 in µM for titrated hits; 52,000 tested, under 10 active;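 active means IC50 under 40 µM in the dose-response test; inactive means IC50 of 40 µM or more, or never dose-tested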
PMK inhibit pilot replicates: further read-out of PMK inhibit, marked with its call; inhibition, %; measured here: pilot screen replicates
Spn MK inh pilot replicates: further read-out of Spn MK inh, marked with its call; inhibition, %; measured here: pilot screen replicates
Spn DPM-DC inh pilot screen %: also measured in Spn DPM-DC inh; calls as there; inhibition, %; measured here: pilot screen trials
The depositor's hits bear a star; i = inactive; · = no result given. Unless noted, no stated cut-off is given here; in the data, active means cytotoxicity above about 50%; inactive means the rest.

SMILES | HPDE-C7K KRASV12 | Alkaline phosphatase | Spn DPM-DC inh | PMK inhibit | HT1080 viability | HPDE-C7 cytotoxicity | Bfl-1 displacement | Spn MK inh | LYP phosphatase | others
Cn1c(=O)c2cc(S(=O)(=O)NC(Cc3ccccc3)C(=O)NCc3ccco3)ccc2n(C)c1=O (stereo not given) | 1.7% | 1.3% | i | 4.0 | -5.7% | 1.0% | 3.7% | 3.0 | -1.9%
CC(=O)N1CCN(S(=O)(=O)c2ccc(C)cc2)C1C(C)C (stereo not given) | 7.0% | 0.7% | i | 4.0 | -13.0% | 11.0% | -5.8% | 0.0 | -2.1%
O=C(NC1CCCC1)C1c2ccccc2C(=O)N1C1CCCCC1 (stereo not given) | -5.9% | 5.5% | i | 9.0 | 7.0% | -7.7% | -5.1% | 7.0 | -0.4%
O=C(C1=C(O)C(=O)N(Cc2ccccc2)C1c1ccncc1)c1ccco1 (stereo not given) | -3.2% | 2.8% | i | 3.0 | -5.0% | -1.4% | -2.7% | 5.0 | 18.8% | PMK inhibit pilot replicates=1.0;Spn MK inh pilot replicates=4.0;Spn DPM-DC inh pilot screen %=4.5
CCOc1ccc(OCC)c(NC(=O)CSc2nc3c(c(=O)n(C)c(=O)n3C)n2C)c1 | 7.7% | 8.7% | i | 12.0 | -11.7% | 6.4% | -3.4% | 7.0 | ·
Cn1c(CSc2nc3ccccc3s2)nc2ccccc21 | -17.1% | 0.9% | i | 10.0 | -5.8% | -19.4% | -4.2% | 7.0 | -0.3%
Cc1ccc(Cn2nnc3c(=O)[nH]c(C4CCCN(C(=O)Nc5ccc(F)cc5)C4)nc32)cc1 (stereo not given) | 2.7% | 12.1% | i | 0.0 | -3.5% | 6.9% | 0.4% | 9.0 | -9.4%
CCCCN(CCCC)S(=O)(=O)c1ccc2oc(C(=O)N3CCOCC3)c(C)c2c1 | 5.6% | 6.6% | i | 3.0 | -2.8% | 4.0% | -6.3% | 0.0 | 9.8%
O=C(NC1CCCCC1)N(Cc1ccccc1)Cc1ccco1 | -23.1% | 27.2% | i | 0.0 | -12.4% | -53.2% | -5.6% | 7.0 | · | PMK inhibit pilot replicates=1.0;Spn MK inh pilot replicates=0.0;Spn DPM-DC inh pilot screen %=0.0
COC(=O)c1ccc(Cl)c(NC(C)=O)c1 | 7.0% | 2.6% | i | 10.0 | -8.8% | 12.0% | 8.3% | 8.0 | -0.5% | PMK inhibit pilot replicates=1.0;Spn MK inh pilot replicates=2.5;Spn DPM-DC inh pilot screen %=0.0
COc1cc(NS(=O)(=O)c2ccc(NC(=O)c3ccco3)cc2)nc(OC)n1 | 4.3% | 5.1% | i | 0.0 | 5.9% | -10.0% | 1.7% | 0.0 | 10.2%
Cc1c(OCc2ccccc2)c(=O)ccn1Cc1ccccc1 | 15.7% | 13.1% | i | 0.0 | -14.6% | 7.7% | 3.7% | 19.0 | 14.1%
CCSc1nnc(NC(=O)CSc2nc3c(c(=O)n2CC)SC(C)C3)s1 (stereo not given) | -4.4% | 10.6% | i | 15.0 | 10.9% | -11.0% | 0.0% | 0.0 | 0.3%
O=C(CN(Cc1cccs1)C(=O)CNC(=O)c1ccco1)NC1CCCCC1 | -4.7% | 11.0% | i | 14.0 | -7.3% | -16.8% | -3.1% | 6.0 | -6.1%
Cc1ccc(S(=O)(=O)NC(CC(=O)O)c2ccccc2)cc1 (stereo not given) | 4.2% | 4.7% | i | 10.0 | -2.6% | 8.8% | -4.8% | 8.0 | 1.8%
CN1C(=O)C2C=CC1C1C(=O)N(c3ccccc3)C(=O)C21 (stereo not given) | -12.2% | 3.9% | i | 9.0 | -3.7% | -12.1% | -10.9% | 12.0 | 4.5%
CCCC(=O)Nc1nnc(Cc2ccccc2)s1 | 20.0% | 11.5% | i | 0.0 | 3.7% | 6.3% | 1.2% | 10.0 | -1.2%
Cc1nn(-c2ccccc2)c(C)c1C(=O)OCC(=O)N1CCN(S(=O)(=O)c2ccccc2)CC1 | -0.9% | 7.0% | i | 13.0 | 3.2% | 6.7% | -4.3% | 7.0 | 16.1%
Cc1ccc(Cn2nnc3c(=O)n(Cc4ccccc4C)cnc32)cc1 | 2.1% | 10.3% | i | 8.0 | · | -7.3% | -1.7% | 6.0 | 4.4%
Cn1nc(-c2ccc(OCC(=O)NCC3CCCO3)cc2)c2ccccc2c1=O (stereo not given) | -19.1% | 9.6% | i | 6.0 | 1.2% | -27.7% | -7.8% | 3.0 | 4.2%
COc1ccc(NC(=O)N2CCN(S(C)(=O)=O)CC2)cc1OC | 1.5% | 8.2% | i | 2.0 | 22.1% | -0.9% | -7.1% | 8.0 | 11.6%
COc1ccc(C(=O)Nn2c(SCC(=O)NCC3CCCO3)nc3ccccc3c2=O)cc1 (stereo not given) | -11.0% | 15.1% | i | 8.0 | · | -8.2% | 1.3% | 8.0 | 8.1% | PMK inhibit pilot replicates=1.5;Spn MK inh pilot replicates=0.0;Spn DPM-DC inh pilot screen %=2.0
Cn1nnnc1SCC(=O)Nc1ccccc1N1CCCCC1 | -13.0% | 9.5% | i | 0.0 | -2.3% | -11.3% | -3.4% | 4.0 | 2.8%
COCCSc1nnc(NC(=O)C2CCCCC2)s1 | -1.3% | 1.9% | i | 6.0 | -13.7% | -3.4% | -6.4% | 12.0 | 3.5%
CSc1nnc2n(-c3ccccc3)c(=O)c3c4c(sc3n12)CCC4 | 23.6% | 2.2% | i | 0.0 | -4.4% | 11.5% | -2.5% | 0.0 | ·
Cc1c(S(=O)(=O)Nc2cccc(Cl)c2)c(=O)n(C)c(=O)n1C | 15.1% | 3.5% | i | 0.0 | 2.8% | 4.8% | -2.0% | 55.0* | 3.4%
CN(Cc1cccs1)c1ncnc2sccc12 | 7.5% | 8.7% | i | 17.0 | 8.6% | 4.8% | 0.4% | 0.0 | 2.7% | PMK inhibit pilot replicates=2.5;Spn MK inh pilot replicates=5.5;Spn DPM-DC inh pilot screen %=4.5
Cc1nnc(SCC(=O)Nc2nc(-c3ccccc3)cs2)n1N | 21.8% | 8.0% | i | 0.0 | -5.9% | 11.6% | -8.5% | 10.0 | ·
CCC(C#CCN1CCCCC1)(CC)OCCC#N | · | 2.2% | i | 9.0 | 5.0% | · | 5.1% | 6.0 | 8.3%
CC(C)Cc1[nH]c(=O)c(C#N)c2c1CCCC2 | -1.7% | 7.4% | i | 6.0 | -10.6% | -3.4% | -3.8% | 0.0 | 0.4%
O=C1CC(c2ccccc2)CC2=C1CN(C1CCCCC1)CN2 (stereo not given) | 22.0% | 3.8% | i | 14.0 | 9.1% | 25.8% | -6.4% | 7.0 | 5.5%
Cn1cccc1C(=O)NC(=O)CSc1cccc[n+]1[O-] | -6.3% | 11.1% | i | 18.0 | -2.9% | 0.7% | -4.9% | 0.0 | ·
COc1ccccc1OCc1ccc(C(=O)OCC2CCCO2)o1 (stereo not given) | 2.1% | 0.2% | i | 8.0 | -0.7% | -9.9% | -2.3% | 2.0 | 15.6% | PMK inhibit pilot replicates=1.0;Spn MK inh pilot replicates=0.0;Spn DPM-DC inh pilot screen %=1.5
CC1CCC/C(=C\Nc2ccccc2C(=O)O)C1=O (stereo not given) | 19.1% | 3.5% | i | 7.0 | 0.4% | 9.1% | 3.9% | 5.0 | ·
COc1ccc(-c2nnc3sc(COc4ccccc4)nn23)cc1 | 3.7% | 6.4% | i | 10.0 | 12.0% | -5.7% | -1.7% | 0.0 | -1.4%
CN=Cc1sc2ccccc2c1O | 10.6% | 14.5% | i | 14.0 | 2.8% | 1.5% | 5.2% | 0.0 | 8.1%
CCOC(=O)c1ccc2nc(C(F)(F)F)[nH]c(=O)c2c1 | -4.1% | 3.9% | i | 22.0 | 1.3% | 3.6% | -3.5% | 0.0 | ·
O=C(O)c1ccc(-c2ccccc2)[nH]1 | 2.1% | 7.8% | i | 8.0 | -3.4% | 4.5% | -9.3% | 10.0 | ·
Cc1nc2ccccc2c(=O)n1/N=C/c1ccc(O)cc1 | 24.4% | 4.0% | i | 12.0 | -18.4% | 33.8% | 4.3% | 4.0 | 12.9%
CSc1ccc(NC(=O)NCCCN2CCN(c3ccccc3F)CC2)cc1 | -2.0% | -3.0% | i | 0.0 | -2.2% | 5.5% | -4.0% | 0.0 | ·
CC(=O)c1c(NC(=O)C(C)C)nc(C)nc1-c1ccccc1 | -3.2% | 6.4% | i | 6.0 | 2.8% | -4.0% | -1.0% | 6.0 | ·
CCOC(=O)C1CCCN(C(=O)C2CCN(Cc3nc(-c4ccc(Cl)cc4)oc3C)CC2)C1 (stereo not given) | -4.6% | 8.7% | i | 7.0 | -1.7% | 2.4% | -1.7% | 3.0 | 1.4%
C=CCNC(=O)C1CC(=O)N(c2ccc(OCC(=O)Nc3ccc(C)cc3)cc2)C1 (stereo not given) | -11.2% | 1.7% | i | 12.0 | 5.1% | -10.9% | -3.6% | 6.0 | 11.0%
Cc1cc(NC(=O)CCCC(=O)OCC(F)(F)C(F)F)cc(C)c1C(=O)O | -6.1% | 4.1% | i | 4.0 | 9.8% | -3.0% | 3.7% | 8.0 | -5.5%
O=C(Cc1ccccc1)Nc1ccc(CN2CCOCC2)cc1 | -2.0% | 11.9% | i | 6.0 | -3.6% | 3.1% | -9.9% | 2.0 | 8.0% | PMK inhibit pilot replicates=0.5;Spn MK inh pilot replicates=0.0;Spn DPM-DC inh pilot screen %=2.0
CCOC(=O)c1c(C(=O)OCC)c(C)n(N2C(=O)CSC2=S)c1C | -2.8% | 8.2% | i | 5.0 | -3.2% | -7.9% | 12.0% | 3.0 | ·
COc1ccc(CNC(=O)C2CCCN2S(=O)(=O)c2ccccc2)cc1 (stereo not given) | 6.8% | 5.8% | i | 0.0 | -8.1% | -10.6% | -1.9% | 8.0 | ·
COCCn1c(=O)[nH]c2cc(C(=O)NCCN3CCN(c4cccc(Cl)c4)CC3)ccc2c1=O | 17.9% | 13.9% | i | 0.0 | -3.2% | -10.6% | 4.2% | 10.0 | 13.4%
Cn1nccc1C(=O)Nc1ccc(OC(=O)c2ccnn2C)cc1 | -4.0% | -3.5% | i | 2.0 | · | 2.0% | -5.2% | 4.0 | ·

Sorted by length of the SMILES (lowest first): part of the list above.
SMILES | HPDE-C7K KRASV12 | Alkaline phosphatase | Spn DPM-DC inh | PMK inhibit | HT1080 viability | HPDE-C7 cytotoxicity | Bfl-1 displacement | Spn MK inh | LYP phosphatase | others
O=C(Cc1ccccc1)Nc1ccc(CN2CCOCC2)cc1 | -2.0% | 11.9% | i | 6.0 | -3.6% | 3.1% | -9.9% | 2.0 | 8.0% | PMK inhibit pilot replicates=0.5;Spn MK inh pilot replicates=0.0;Spn DPM-DC inh pilot screen %=2.0
CC(=O)c1c(NC(=O)C(C)C)nc(C)nc1-c1ccccc1 | -3.2% | 6.4% | i | 6.0 | 2.8% | -4.0% | -1.0% | 6.0 | ·
CCOC(=O)C1CCCN(C(=O)C2CCN(Cc3nc(-c4ccc(Cl)cc4)oc3C)CC2)C1 (stereo not given) | -4.6% | 8.7% | i | 7.0 | -1.7% | 2.4% | -1.7% | 3.0 | 1.4%
COCCn1c(=O)[nH]c2cc(C(=O)NCCN3CCN(c4cccc(Cl)c4)CC3)ccc2c1=O | 17.9% | 13.9% | i | 0.0 | -3.2% | -10.6% | 4.2% | 10.0 | 13.4%
